Assay outcomes from PubChem BioAssay.
NPYLR7 agonist: mosquito NPYLR7 agonism; HEK293T NPYLR7/Galpha15, GCaMP6s calcium fluorescence; activation, % at 10 µM; actives 0.15% (n = 270,000); AID 1259423; in the data active means activation above about 40%;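 further: 0% = vehicle and 100% = reference agonist at the receptor; some compounds past the cut are filed as inactive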
hcGAS inh: blocks human cGAS activity | recombinant h-cGAS, ATP depletion, Kinase-Glo luminescence | inhibition, % at 12.5 µM | Q8N884 | AID 1259398 | actives 0.081% (n = 290,000);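 further: 0% = vehicle reaction and 100% = reaction without DNA for no activity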
Target sequence (Q8N884 whole entry, looked up): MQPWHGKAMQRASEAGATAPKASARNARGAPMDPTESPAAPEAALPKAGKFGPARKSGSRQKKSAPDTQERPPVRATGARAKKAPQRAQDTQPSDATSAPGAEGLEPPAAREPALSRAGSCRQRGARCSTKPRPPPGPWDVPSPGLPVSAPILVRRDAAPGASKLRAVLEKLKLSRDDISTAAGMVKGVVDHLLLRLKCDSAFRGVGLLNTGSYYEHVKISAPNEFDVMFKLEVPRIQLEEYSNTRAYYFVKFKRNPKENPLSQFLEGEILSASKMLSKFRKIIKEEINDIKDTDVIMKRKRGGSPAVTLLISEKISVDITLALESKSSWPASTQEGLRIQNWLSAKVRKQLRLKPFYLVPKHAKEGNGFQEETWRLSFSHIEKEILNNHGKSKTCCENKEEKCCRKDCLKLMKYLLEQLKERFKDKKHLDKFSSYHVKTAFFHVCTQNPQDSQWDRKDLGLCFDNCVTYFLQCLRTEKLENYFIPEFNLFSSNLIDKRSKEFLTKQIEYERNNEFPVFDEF
mcGAS lum: mouse cGAS inhibition by luminescence; Q8C6L5; recombinant cGAS, Kinase-Glo ATP depletion luminescence; actives 0.15% (n = 160,000); inhibition, % at 12.5 µM;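 further: 0% = negative control wells and 100% = reference inhibitor with no enzyme activity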
An asterisk follows results filed as active; & = joins results of further samples. Unless noted, no stated cut-off is given here; in the data, active means inhibition above about 40%; inactive means the rest. Rows are unselected; any-hit rate near 0.29%.

CCN(CCN(C)C)Cc1c(C)noc1C was read as hcGAS inh -3.3 and mcGAS lum -4.0.
For Cc1cccc(COC(CN2CCN(S(=O)(=O)c3ccc(F)cc3F)CC2)c2ccc(Cl)cc2)c1 (stereo unspecified) the results were NPYLR7 agonist 23.1, hcGAS inh 1.7 and mcGAS lum -5.4.
COC(=O)c1cc(-c2ccc(OC)cc2)n(-c2ccc(=O)[nH]n2)n1 was read as NPYLR7 agonist 1.0 and hcGAS inh 5.4.
CN(C)C(=O)C(NC(=O)c1ccccc1C(F)(F)F)c1ccccc1 (stereo unspecified) was read as NPYLR7 agonist 7.0 and hcGAS inh -14.2.
O=C(Nc1cccc(O)c1)c1cc2n(n1)C(C(F)(F)F)CC(c1cccs1)N2 (stereo unspecified) was read as NPYLR7 agonist 10.9, hcGAS inh -5.5 and mcGAS lum -4.5.
Screening Cc1cc(C)c(CSCc2csc(Cc3ccc(Cl)c(Cl)c3)n2)c(C)c1 returned NPYLR7 agonist -5.6, hcGAS inh -1.7 and mcGAS lum -3.5.
`COC(=O)[C@@H](Cc1c[nH]c2ccccc12)NC(=O)CCC1CCCC1` gave NPYLR7 agonist -2.0 and hcGAS inh 12.6.
For COc1ccc(C2NC(=O)NC3=C2C(=O)N(CCC(C)C)C3)cc1 (stereo unspecified) the results were NPYLR7 agonist 13.6 and hcGAS inh -4.5.
COc1cccc(CN(Cc2ccc(F)cc2)CC(O)COCc2ccco2)c1 (stereo unspecified) was read as NPYLR7 agonist -1.4, hcGAS inh -3.5 and mcGAS lum -3.6.
`COc1ccc(S(=O)(=O)NCCCn2ncccc2=O)cc1OC` gave NPYLR7 agonist 17.9, hcGAS inh -1.2 and mcGAS lum -1.2.
For Cc1c(C(=O)NCc2cccc(Cl)c2)sc(=O)n1Cc1cccc(F)c1 the results were NPYLR7 agonist 11.1 and hcGAS inh -7.8.
For Cc1ccc(C=CC(=O)N2CCN(C(=O)c3ccco3)CC2)o1 the results were NPYLR7 agonist -0.8 and hcGAS inh -0.3.
CCN(CC(O)COCc1ccco1)CC1CC(c2ccc(Cl)cc2)=NO1 (stereo unspecified) was read as NPYLR7 agonist 9.7, hcGAS inh -10.1 and mcGAS lum -5.6.
`COc1c[nH]c(CN2CCOc3c(O)cc(-c4ccc(C)cc4)cc3C2)cc1=O` gave NPYLR7 agonist -8.6, hcGAS inh -5.2 and mcGAS lum -16.9.
`CC1CN(C(=O)c2ccc(Cl)c(Cl)c2)CCN1C(=O)OC(C)(C)C` (stereo unspecified) gave NPYLR7 agonist 1.5 and hcGAS inh -5.6.
`Cc1cc(NC(=O)c2cc3ccccc3o2)n(-c2nc3c(cnn3-c3cccc(Cl)c3)c(=O)[nH]2)n1` gave hcGAS inh -2.7 and mcGAS lum -7.1.
Screening CN(Cc1ccccc1-n1cccn1)C(=O)c1cnn2ccn(C)c12 returned NPYLR7 agonist 1.0, hcGAS inh -7.7 and mcGAS lum -16.7.
For C=CCN1C[C@@H]2C[C@@H](C(=O)O)N(C(=O)CC)c3cccc(c32)C1=O the results were NPYLR7 agonist 1.0, hcGAS inh -0.9 and mcGAS lum -4.9.
CN1CCN2C[C@@H](NC(=O)c3cn4ccsc4n3)C[C@H]2C1 was read as NPYLR7 agonist 2.5 and hcGAS inh -1.5.
CC(=O)Oc1c(-c2ccc(N)cc2)c(-c2ccc(F)cc2)nn1-c1cc(C)ccc1C was read as NPYLR7 agonist 20.2 and hcGAS inh -2.1.
Screening CNCC(=O)NCc1ccco1 returned NPYLR7 agonist -2.3 and hcGAS inh -4.8.
For CCCCn1c(C)c(C)n2c3c(=O)n(CC)c(=O)n(C)c3nc12 the results were NPYLR7 agonist 4.4 and hcGAS inh -5.3.
`Cc1cc(C)c(-c2ccc(C3(O)CCNCC3)cc2)c(C)c1` gave NPYLR7 agonist 9.2, hcGAS inh -5.0 and mcGAS lum -10.6.
COc1cc(C)c(C(C)NC(=O)C(C)Oc2ccc(C(C)=O)cc2)cc1OC (stereo unspecified) was read as NPYLR7 agonist -3.6 and hcGAS inh 1.1.
For CCS(=O)(=O)CCSc1nc(C)cc(C)n1 the results were NPYLR7 agonist 0.6 and hcGAS inh 2.9.
`CN(C)c1ccc(C(=O)NC2CC3CCC(C2)N3Cc2ccc3c(c2)OCO3)cc1` (stereo unspecified) gave NPYLR7 agonist 3.8, hcGAS inh -3.4 and mcGAS lum -3.5.
Screening Cc1cc(C)c2oc(=O)n(C3CCN(C(=O)c4cc(C)nc(Cl)c4)CC3)c2c1 returned NPYLR7 agonist 5.9, hcGAS inh 1.0 and mcGAS lum 1.2.
For CC1CCCC(NN2CCN(C)CC2)C1 (stereo unspecified) the results were NPYLR7 agonist -9.8 and hcGAS inh -7.5.
O=C(CCS(=O)(=O)c1ccccc1)Nc1nnc(-c2ccccn2)o1 was read as NPYLR7 agonist 6.9 and hcGAS inh -1.6.
CCCN(C(=O)c1cccc(C#N)c1)C(C)c1ccccc1Br (stereo unspecified) was read as NPYLR7 agonist 6.5 and hcGAS inh -6.3.

Molecules listed so far that have an aryl methoxy group (6):
COC(=O)c1cc(-c2ccc(OC)cc2)n(-c2ccc(=O)[nH]n2)n1 was read as NPYLR7 agonist 1.0 and hcGAS inh 5.4.
For COc1ccc(C2NC(=O)NC3=C2C(=O)N(CCC(C)C)C3)cc1 (stereo unspecified) the results were NPYLR7 agonist 13.6 and hcGAS inh -4.5.
COc1cccc(CN(Cc2ccc(F)cc2)CC(O)COCc2ccco2)c1 (stereo unspecified) was read as NPYLR7 agonist -1.4, hcGAS inh -3.5 and mcGAS lum -3.6.
`COc1ccc(S(=O)(=O)NCCCn2ncccc2=O)cc1OC` gave NPYLR7 agonist 17.9, hcGAS inh -1.2 and mcGAS lum -1.2.
`COc1c[nH]c(CN2CCOc3c(O)cc(-c4ccc(C)cc4)cc3C2)cc1=O` gave NPYLR7 agonist -8.6, hcGAS inh -5.2 and mcGAS lum -16.9.
COc1cc(C)c(C(C)NC(=O)C(C)Oc2ccc(C(C)=O)cc2)cc1OC (stereo unspecified) was read as NPYLR7 agonist -3.6 and hcGAS inh 1.1.

The listing continues:
For O=c1cc(CO)oc(C(Nc2ccccn2)c2cccc([N+](=O)[O-])c2)c1O (stereo unspecified) the results were NPYLR7 agonist 20.7, hcGAS inh -7.4 and mcGAS lum -7.5.
For COCCNC(=O)CSc1nc2ccccc2c(=O)n1Cc1ccc(C)cc1 the results were NPYLR7 agonist 11.1 and hcGAS inh -9.1.
`CC(=O)N1CCN(CC[C@H]2CNCC[C@H]2CC(=O)OC(C)(C)C)CC1` gave NPYLR7 agonist -7.5, hcGAS inh -5.9 and mcGAS lum -7.6.
`O=C(c1ccc(S(=O)(=O)NC2CC2)cc1)N1CCOc2ccccc21` gave NPYLR7 agonist 1.4 and hcGAS inh 2.0.
`Cc1ccc(N(CC(=O)O)S(C)(=O)=O)cc1C` gave NPYLR7 agonist 14.5 and hcGAS inh -7.5.
`COc1cc(OC)c(NC2=NCCCCC2)cc1Cl` gave NPYLR7 agonist 12.9, hcGAS inh -11.7 and mcGAS lum -8.3.
`CCOC(=O)CNC(=O)CSc1ncnc2c1nnn2-c1ccc(C)cc1` gave NPYLR7 agonist 1.1, hcGAS inh -3.1 and mcGAS lum -3.9.
For CC(C(=O)N(CC(F)(F)F)c1cccc(Cl)c1)n1cncn1 (stereo unspecified) the results were NPYLR7 agonist 2.2 and hcGAS inh 1.8.
For NC1=NC2(CCCCC2)N=C(Nc2ccc(Br)cc2)N1 the results were NPYLR7 agonist 2.5&1.1 and hcGAS inh -3.4&-3.7.
CN1CCc2c(sc3ncc4c(=O)[nH]c(=O)[nH]c4c23)C1 was read as NPYLR7 agonist 16.1 and hcGAS inh -8.4.
For CCCCCCCCCCCCc1ccc(S(=O)(=O)Nc2nncs2)cc1 the results were NPYLR7 agonist -5.8, hcGAS inh -4.4 and mcGAS lum -9.5.
COc1ccccc1C1NC(=O)NC(C)=C1C(=O)OC1CCCCCCC1 (stereo unspecified) was read as NPYLR7 agonist 1.1, hcGAS inh -10.9 and mcGAS lum -4.3.
Cc1ccccc1CCC1CCCN(C(=O)c2ccc3sc(N)nc3c2)C1 (stereo unspecified) was read as NPYLR7 agonist 2.9 and hcGAS inh -7.2.
CCOC(=O)c1ccc(NC(=O)c2sc(N)c(C(=O)OCC)c2C)cc1 was read as NPYLR7 agonist 5.0, hcGAS inh -7.1 and mcGAS lum -4.9.
Screening COc1ccc(S(=O)(=O)NC2(c3ccc(Cl)cc3)CCC2)cc1C(N)=O returned NPYLR7 agonist -0.1 and hcGAS inh -3.7.
O=c1[nH]c2ccccc2cc1-c1nccn1Cc1ccccc1Cn1cccn1 was read as NPYLR7 agonist 6.4 and hcGAS inh -6.0.
CN(c1cc(-c2ccccc2)nc(SCc2ccc(C(=O)NCC3CCCO3)o2)n1)C1CCCCC1 (stereo unspecified) was read as NPYLR7 agonist 8.4, hcGAS inh -7.9 and mcGAS lum -3.1.
COC(=O)c1ccc(N2C(=O)CC3CS(=O)(=O)CC32)cc1 (stereo unspecified) was read as NPYLR7 agonist -1.4, hcGAS inh -7.9 and mcGAS lum -9.4.
`CC(Cc1cn(CCN2CCOCC2)nn1)c1ccccc1` (stereo unspecified) gave NPYLR7 agonist 27.8, hcGAS inh -7.8 and mcGAS lum -11.3.
CC(C)N1CCC(SCc2ccc(F)cc2C#N)C1=O (stereo unspecified) was read as NPYLR7 agonist -0.2 and hcGAS inh -7.6.
Screening C=CCn1c(O)c(N=NC(=O)c2ccccc2N)c2ccccc21 returned NPYLR7 agonist -14.4, hcGAS inh -3.5 and mcGAS lum -4.7.
CCCCCCc1ccc(C(=O)N(CC(=O)Nc2cc(C(C)(C)C)nn2-c2ccc(C)cc2C)Cc2ccccc2)cc1 was read as NPYLR7 agonist -0.9, hcGAS inh -11.0 and mcGAS lum -5.3.
Screening Cn1ccc2c(CN3CCN4CCNC(=O)C4C3)cccc21 (stereo unspecified) returned NPYLR7 agonist 2.3, hcGAS inh -2.8 and mcGAS lum -14.5.
O=c1c(Cl)c(NCC2CCC2)cnn1-c1ccc(Cl)cc1 was read as NPYLR7 agonist -17.5 and hcGAS inh -6.4.
`CCC(C)N(Cc1cccc(OS(=O)(=O)C(C)C)c1)C(=O)C(C)C` (stereo unspecified) gave NPYLR7 agonist 14.1, hcGAS inh -2.5 and mcGAS lum -3.9.
Screening CCN1CCC(CNS(=O)(=O)c2cccc(NC(C)=O)c2)C1 (stereo unspecified) returned hcGAS inh -8.3 and mcGAS lum -12.3.
COC[C@H]1NC(=O)CC[C@H]1C(=O)NCCC1=CCCCC1 was read as hcGAS inh -7.9 and mcGAS lum -3.5.
Cc1ccc(C2OCCCC2NC(=O)c2sccc2C)cc1 (stereo unspecified) was read as NPYLR7 agonist 9.2 and hcGAS inh -7.7.
For Cc1cc2nc(NC3=NCN(C(C)C)CN3)nc(C)c2cc1C the results were NPYLR7 agonist 11.1 and hcGAS inh -6.4.
For CCCCC(=O)Nc1scc2c(C(=O)OCC)nn(-c3ccc(C(F)(F)F)cc3)c(=O)c12 the results were NPYLR7 agonist 16.3, hcGAS inh -3.5 and mcGAS lum -7.4.
COC(=O)c1ccccc1NC(=O)N1CCN(CC(OCc2ccc(C#N)cc2)c2cccc(OC)c2)CC1 (stereo unspecified) was read as NPYLR7 agonist 22.2, hcGAS inh -7.3 and mcGAS lum -7.4.
CCONC(=O)c1cc(-c2cccs2)nn1-c1cccc(C)c1 was read as NPYLR7 agonist -3.6, hcGAS inh -0.7 and mcGAS lum -5.0.
For CC1CCN(Cc2csc(NC(=O)COc3cccc(F)c3)n2)CC1 the results were NPYLR7 agonist 3.0, hcGAS inh -3.2 and mcGAS lum -4.6.
For C=CCCC(=O)NC(C#N)C1CCCCC1 (stereo unspecified) the results were NPYLR7 agonist 23.6 and hcGAS inh -13.4.
`O=C(NCc1cnn(Cc2ccccc2)c1)C1CC2CCC1O2` (stereo unspecified) gave NPYLR7 agonist 8.7, hcGAS inh -13.4 and mcGAS lum -8.1.
For COCC(=O)Nc1cccc(-c2ccccc2C(C)=O)c1 the results were NPYLR7 agonist -1.5 and hcGAS inh 1.0.
For CCOc1ccc(NC(=O)CCc2c(C)nn(-c3nc(C)cc(=O)[nH]3)c2C)cc1 the results were NPYLR7 agonist 9.4 and hcGAS inh -5.2.
For O=C(NNC(=O)c1cccc(S(=O)(=O)NCc2ccccc2)c1)c1ccc(F)cc1 the results were NPYLR7 agonist 9.9 and hcGAS inh -5.8.
For Cc1ccncc1C(=O)Nc1cccc(C(=O)Nc2c(C)cccc2C)c1 the results were NPYLR7 agonist 8.8, hcGAS inh -5.1 and mcGAS lum -16.2.
CC(C)NC(=O)CSc1nnc(Nc2ccccc2Cl)s1 was read as NPYLR7 agonist -6.5 and hcGAS inh -5.6.
CCc1c(C)nc(SCc2nc(-c3ccc(OC)cc3)oc2C)[nH]c1=O was read as NPYLR7 agonist 3.2, hcGAS inh -7.2 and mcGAS lum -7.8.
For CCCn1c(=O)c2c(nc3n(CCC)c(C)c(C)n23)n(C)c1=O the results were NPYLR7 agonist -2.0 and hcGAS inh -1.3.
Screening CN1NC(c2ccc(O)cc2)C2C(=O)NC(=O)C21 (stereo unspecified) returned NPYLR7 agonist 7.5, hcGAS inh -5.2 and mcGAS lum -10.8.
`O=C(NCc1ccco1)c1ccc(-c2cc(-c3cccc4ccccc34)[nH]n2)cc1` gave NPYLR7 agonist 24.5, hcGAS inh -3.3 and mcGAS lum -6.7.
For CC(=O)c1c(C)nn(CC(=O)N2CC[C@H]3CC[C@@H](C2)N3)c1C the results were hcGAS inh -4.9 and mcGAS lum -9.1.
For COc1ccc(Cl)cc1Cn1c(C)c(C(=O)NCc2ccc(F)cc2)sc1=O the results were NPYLR7 agonist 10.9 and hcGAS inh -7.4.

Looked up by compound from the entries so far (2):
For COCC(=O)Nc1cccc(-c2ccccc2C(C)=O)c1 the results were NPYLR7 agonist -1.5 and hcGAS inh 1.0.
For Cc1ccncc1C(=O)Nc1cccc(C(=O)Nc2c(C)cccc2C)c1 the results were NPYLR7 agonist 8.8, hcGAS inh -5.1 and mcGAS lum -16.2.
